OXTR potentiate = potentiates the human oxytocin receptor response; P30559; activation, % at 3 µM; CHO-OTR cells, Fluo-8 calcium fluorescence, potentiator mode; 0% = oxytocin EC15, 100% = EC100; actives 0.061% (n = 320,000);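 active = activation above that plate's cutoff, the mean activation of tested compounds plus 3 SD, cut at about 6.6% in these data, passing the limit was not always enough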;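 note: 100% uses oxytocin at 75 nM as the full agonist control; some results filed as inactive read as strong as hits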
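Material: CHO-OTR cells, human receptor; compound dosing: single dose, 3.0 µM nominal final compound concentration; schedule: 6 min compound pre-incubation at room temperature, 100 s kinetic read; measured by: kinetic Fluo-8 calcium fluorescence; read-out basis: % activation vs EC15 and EC100 oxytocin; controls: EC15 oxytocin alone as 0%, 75 nM oxytocin as 100%; replicates: singlicate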
MEKK2 WT-MEK5 = raises or lowers MEK5 binding to wildtype human MEKK2 PB1 domain; Q9Y2U5; bead flow cytometry, Alexa488-MEK5 binding to MEKK2 WT; actives lie on both sides; binding response (% of control), % at 10 µM; actives 1.1% (n = 290,000); in the data active = binding response below about 67% or above about 130%
OXTR agonist = agonists of human oxytocin receptor. P30559. CHO-OTR cells, Fluo-8 calcium fluorescence; normalized: DMSO 0%, oxytocin 100%. activation, % at 3 µM. actives 0.32% (n = 320,000);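 active = activation above the mean of all tested compounds plus 3 SD, cutoff set per screening run, cut at about 20% in these data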;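 note: peak over basal fluorescence ratio from a 100 s FLIPR kinetic read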
GalR3 antagonist = human GalR3 antagonism; HEK293 GalR3-CNG cAMP membrane potential fluorescence; galR3 body fused to GalR1 C-terminus; actives 0.44% (n = 360,000); inhibition, % at 3 µM;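 active = inhibition above the screen-wide average plus 3 SD, cut at about 13% in these data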;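 note: forskolin and galanin both at EC90 stimulate the cells; cAMP rise reported by CNG channel membrane potential dye signal; 0% = forskolin plus galanin with DMSO and 100% = forskolin alone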
Target sequence (O60755 1-299 limits assumed): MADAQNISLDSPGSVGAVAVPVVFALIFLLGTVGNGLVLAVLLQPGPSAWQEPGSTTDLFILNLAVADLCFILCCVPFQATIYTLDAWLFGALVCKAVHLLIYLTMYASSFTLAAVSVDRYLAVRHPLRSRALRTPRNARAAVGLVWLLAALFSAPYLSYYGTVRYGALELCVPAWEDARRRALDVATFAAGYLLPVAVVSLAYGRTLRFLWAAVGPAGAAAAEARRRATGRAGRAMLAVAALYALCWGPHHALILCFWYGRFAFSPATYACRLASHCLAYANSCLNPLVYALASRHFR
GPR7 antag = blocks human GPR7 receptor signaling; P48145; AID 1861; inhibition, % at 4.4 µM; actives 1.1% (n = 290,000); GPR7-expressing cells, fluorescence antagonist assay; in the data active = inhibition above about 16%, passing the limit was not always enough;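 note: cells stimulated with the agonist NPW; 0% = agonist with vehicle and 100% = vehicle without agonist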
Target sequence (P48145 whole entry, looked up): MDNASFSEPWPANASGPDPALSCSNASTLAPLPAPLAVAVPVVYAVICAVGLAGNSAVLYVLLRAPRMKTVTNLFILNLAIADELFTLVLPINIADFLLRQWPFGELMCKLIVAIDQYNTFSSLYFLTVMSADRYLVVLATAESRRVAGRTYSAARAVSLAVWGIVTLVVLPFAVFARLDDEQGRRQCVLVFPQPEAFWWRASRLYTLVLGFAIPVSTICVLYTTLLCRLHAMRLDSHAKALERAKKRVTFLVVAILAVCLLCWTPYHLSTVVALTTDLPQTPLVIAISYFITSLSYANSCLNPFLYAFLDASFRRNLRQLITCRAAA
M18AAP inhibitor = blocks P. falciparum M18 aspartyl aminopeptidase; recombinant PfM18AAP, H-Glu-NHMec fluorogenic cleavage; inhibition, % at 7.35 µM; actives 1.2% (n = 290,000);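 active = inhibition above the campaign mean inhibition over all tested compounds plus 3 SD, cut at about 28% in these data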;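 note: 0% = plate median of test compound wells and 100% = 2 mM ZnCl2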
NALP1 yeast inh = blocks the NALP1 inflammasome reconstituted in yeast | S. cerevisiae NALP1/ASC/caspase-1 growth, X-gal OD620, 72 h | inhibition, % at 10 µM | actives 0.61% (n = 280,000) | AID 2071; in the data active = inhibition mostly above about 24%, no sharp cut-off; inactive = mostly below about 32%; note: some compounds called inactive have numbers as strong as hits
MEKK2mut PB1 HTS = signal of MEK5 binding to mutant human MEKK2 PB1 domain; actives 0.35% (n = 290,000); AID 1530; percent response, % at 10 µM; bead flow cytometry, Alexa488-MEK5 binding to MEKK2 mutant; in the data active = percent response above about 24%, passing the limit was not always enough; note: inactives centre near 1; some results filed as inactive read as strong as hits
V1R ag counter = V1a receptor agonism, counter-screen for OXTR agonists | P37288 | CHO-V1R cells, Fluo-8 calcium fluorescence, agonist mode; 0% DMSO, 100% 3 nM vasopressin | actives 0.25% (n = 320,000) | AID 2797 | activation, % at 3 µM;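 active = activation above the mean activation of all tested compounds plus 3 SD, per screening run, cut at about 20% in these data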;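 note: signal is peak over basal fluorescence ratio across a 100 second FLIPR read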
Target sequence (P37288 whole entry, looked up): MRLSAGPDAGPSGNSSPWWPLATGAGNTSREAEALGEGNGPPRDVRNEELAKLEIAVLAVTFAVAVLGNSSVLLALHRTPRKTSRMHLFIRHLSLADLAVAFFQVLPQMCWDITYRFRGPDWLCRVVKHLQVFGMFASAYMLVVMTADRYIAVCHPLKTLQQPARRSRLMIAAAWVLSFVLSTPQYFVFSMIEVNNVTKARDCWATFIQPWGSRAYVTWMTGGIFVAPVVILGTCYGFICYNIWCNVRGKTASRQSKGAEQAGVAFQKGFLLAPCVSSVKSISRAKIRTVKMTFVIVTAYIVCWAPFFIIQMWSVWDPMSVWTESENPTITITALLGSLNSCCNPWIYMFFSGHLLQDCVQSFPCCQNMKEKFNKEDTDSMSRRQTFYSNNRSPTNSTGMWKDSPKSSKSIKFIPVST
The depositor's hits bear a star; / = not tested or not shown.

Second line of a record: OXTR agonist | M18AAP inhibitor | NALP1 yeast inh | OXTR potentiate | MEKK2mut PB1 HTS | GPR7 antag | MEKK2 WT-MEK5 | V1R ag counter | GalR3 antagonist
- CC(C)C(OC(=O)c1cccs1)C(=O)NC1CCCCC1 (stereo unspecified)
→ -1.9 | 1 | 5 | -11 | 4 | -9 | 105 | -0.8 | -2
- CCOC(=O)CSc1nc2ccc(Nc3nc(N4CCOCC4)nc(N4CCOCC4)n3)cc2s1
→ -1.0 | -3 | 19 | -4 | 2 | -5 | 99 | -1.5 | 1
- COc1cc(Cl)c(NS(=O)(=O)c2c(C(=O)N3CCCC3)c(C)n(C)c2C)c(OC)c1
→ 0.1 | 9 | -6 | -3 | 10 | -8 | 96 | -0.3 | 2
- O=C(N/N=C/c1ccncc1)c1nc2ccccc2c(=O)[nH]1
→ 0.8 | -14 | -3 | 4 | -1 | -1 | 102 | 0.2 | 8
- COc1ccc(C(=O)CSc2nnc(CNc3nc(-c4ccccc4)cs3)n2C)cc1
→ 3.8 | -6 | -18 | -10 | -5 | 6 | 95 | 5.5 | -2
- COc1ccc2nc(N/C(N)=N/S(C)(=O)=O)nc(C)c2c1
→ -0.1 | 3 | -5 | -5 | 1 | -2 | 104 | -0.1 | -8
- O=C(/C=C/c1c(Cl)cccc1Cl)NCCCn1ccnc1
→ -0.1 | / | / | 0 | / | / | / | 0.4 | -5
- CC(=O)c1cccc(N(C(=O)CNC(=O)c2ccco2)C(C(=O)NCC2CCCO2)c2ccccc2)c1 (stereo unspecified)
→ -0.4 | -7 | 14 | -5 | 7 | -5 | 109 | -0.6 | 11
- OCC[C@H]1C[C@H](O)[C@@H](O)[C@]2(CCCCO2)O1
→ 2.1 | / | / | -8 | -4 | / | 98 | -0.5 | -6
- CC(C)(NO)/C(=N/O)c1cccs1
→ 0.7 | 5 | -14 | 3 | -9 | -4 | 99 | 0.9 | 2
- COc1ccc(NC(=O)CC#N)cc1OC
→ 0.0 | -6 | 10 | -8 | -5 | -5 | 100 | -0.4 | -5
- CCOC(=O)N1CCN(CC(O)COc2ccc(CC)cc2)CC1 (stereo unspecified)
→ -1.4 | 0 | 5 | -4 | 6 | -15 | 102 | 0.9 | -8
- COc1ccc(-n2nc(C(=O)NCC(=O)NCCN(C)C)c3ccccc3c2=O)cc1
→ -0.1 | 0 | 4 | -5 | 5 | -11 | 106 | 1.0 | 5
- O=S(=O)(Nc1cccc(C(F)(F)F)c1)c1cccnc1
→ 1.5 | -6 | 10 | -14 | -5 | 1 | 93 | 1.3 | 0
- COc1ccc(NC(=O)C(=O)NNC(=O)c2ccc(Cl)cc2Cl)cc1
→ 0.7 | 1 | -23 | 0 | 1 | 5 | 96 | 1.2 | -7
- N#CCC(=O)Nc1ccc(C(=O)NCCC(c2ccccc2)c2ccccc2)cc1
→ 0.3 | 3 | 18 | -10 | -1 | -2 | 102 | 2.0 | -6
- CCC1C(=O)N=C(SCC(=O)NC2CCCCC2)NC1=O (stereo unspecified)
→ 0.5 | -10 | 8 | 3 | -7 | 6 | 101 | 0.2 | -4
- COc1ccccc1CNC(=O)CNC(=O)c1sc2ccccc2c1Cl
→ -0.6 | -7 | 21 | -7 | 9 | -17 | 102 | -0.2 | -3
- COc1cccc(C(=O)N/N=C(\C)c2ccc(NC(=O)Cc3ccccc3)cc2)c1OC
→ / | 3 | 6 | / | 1 | -10 | 102 | / | 2
- OCCN1CCN(c2ncnc3c2c(-c2ccccc2)cn3-c2ccc(Br)cc2)CC1
→ 1.2 | 1 | -1 | -1 | -4 | 1 | 128 | 0.0 | -2
- Cc1cccc(C(=O)N[C@H](C(=O)Nc2nc(C)cs2)C(C)C)c1
→ -2.0 | -4 | 18 | 2 | -2 | 10 | 95 | -0.4 | 0
- CCCCCCNc1nc(Cl)nc(NC(C)(C)CO)n1
→ -4.1 | -7 | -18 | -2 | -1 | -15 | 102 | -1.0 | -9
- O=C(O)C1CC=CCC1C(=O)NNS(=O)(=O)c1ccccc1 (stereo unspecified)
→ 0.1 | -7 | -2 | -7 | -5 | -13 | 101 | 1.0 | -1
- CC(=O)c1cccc(NC(=S)NC2CC2)c1
→ -0.1 | 9 | 10 | -14 | 0 | -3 | 98 | -0.2 | 1
- CCOC(=O)c1cc2sc(C)cc2n1CCCN1C(=O)c2ccccc2C1=O
→ -1.0 | -6 | 5 | -14 | 3 | 15 | 114 | -0.3 | -3
- CC(=O)Nc1ccc(N2C(=O)CC(Sc3nc(C)cc(C)n3)C2=O)cc1 (stereo unspecified)
→ 1.2 | -1 | -12 | -14 | 4 | 3 | 107 | 0.4 | -7
- CSCCC(NC(=O)c1cccc(S(=O)(=O)N2CCOCC2)c1)C(=O)Nc1ccc(F)cc1 (stereo unspecified)
→ -1.5 | 3 | 18 | -6 | 1 | -5 | 100 | -0.6 | -5
- O=C(c1ccc(Cl)cc1)c1cc(-c2ccccn2)c(N2CCOCC2)s1
→ -1.7 | 5 | 12 | -2 | 0 | -8 | 96 | -1.6 | -4
- Cc1cccnc1NCc1ccc(O)c2ncccc12
→ -0.3 | -1 | 16 | -19 | 0 | -10 | 103 | -0.3 | -2
- O=C(CSc1ccccc1F)NCC(c1cccs1)N1CCOCC1 (stereo unspecified)
→ 0.8 | / | / | -5 | / | / | / | 0.7 | -6
- Cc1cc(C)c(S(=O)(=O)N2CCCC(C(=O)NC3CC3)C2)c(C)c1 (stereo unspecified)
→ -0.5 | -1 | 11 | 2 | -3 | -12 | 100 | 0.4 | 2
- CCOc1ccc(N2C(=O)c3ccc(C(=O)OCc4c(C)noc4C)cc3C2=O)cc1
→ 0.2 | -16 | 3 | -14 | 3 | 2 | 113 | 0.3 | -5
- COc1ccccc1C1CCN(Cc2ccccc2)CC1
→ -0.1 | 0 | 22 | -1 | 5 | -8 | 103 | 0.1 | -9
- COc1ccc2oc(C(=O)OCC(=O)NC(C)c3ccccc3)c(C)c2c1 (stereo unspecified)
→ -0.9 | 5 | 24 | -4 | 6 | -5 | 110 | 2.5 | -3
- COc1ccc(NC(C)=O)cc1NC(=O)CSc1nc2ncccc2[nH]1
→ 0.1 | 5 | 20 | -3 | 1 | 10 | 98 | 0.9 | -4
- COc1cccc(C(=O)NCCS(=O)(=O)NCc2ccco2)c1
→ -0.2 | / | / | -6 | / | / | / | -0.7 | -2
- Fc1ccc2nc(C3CCCCN3Cc3nc(CC4CC4)no3)[nH]c2c1 (stereo unspecified)
→ 2.1 | -9 | -8 | -2 | 5 | 19* | 95 | 1.0 | 0
- CCn1cc(Cl)c(C(=O)N2N=C(c3ccc4ccccc4c3)CC2c2ccccc2O)n1 (stereo unspecified)
→ 2.0 | -3 | 20 | -7 | -2 | -10 | 89 | 2.1 | -6
- CCN(C(=O)COC(=O)C1CCN(S(=O)(=O)c2cccs2)CC1)c1ccccc1
→ 2.6 | 7 | 1 | -2 | -7 | 10 | 93 | 6.1 | -1
- CC1=NNC(=O)C1CCC(=O)N/N=C/c1ccc(C)cc1 (stereo unspecified)
→ 0.6 | -4 | 25 | -2 | -2 | -8 | 95 | -0.6 | 10
- CCCNC(=O)CN1CCN(S(=O)(=O)c2ccc(Br)s2)CC1
→ -0.1 | / | / | -10 | / | / | / | 0.0 | 1
- CC(=O)c1cccc(S(=O)(=O)NCCCN2CCOCC2)c1
→ 0.7 | / | / | -10 | / | / | / | 0.5 | -3
- CCOc1cc(/C=N/Nc2nnc(C)n2N)ccc1OC(C)=O
→ / | 34* | -17 | / | -2 | -4 | 105 | / | -11
- COC(=O)c1ccc(CN2CCc3ccc(NC(=O)c4ccncc4)cc3C2)cc1
→ 5.8 | 2 | 6 | -8 | 6 | -6 | 103 | 5.7 | 2
- CC(=O)c1cccc(NS(=O)(=O)N(C)C)c1
→ 1.3 | -1 | 6 | 1 | -3 | 4 | 98 | 0.9 | 0
- CC1Cc2cc(S(=O)(=O)CCC(=O)NCc3ccco3)ccc2N1C(=O)C1CC1 (stereo unspecified)
→ -0.6 | 2 | 18 | 3 | -3 | 6 | 92 | 0.1 | -3
- COc1cc2[nH]c(=S)n(Cc3ccccc3)c(=O)c2cc1OC
→ 0.5 | 2 | 11 | -8 | 3 | -12 | 99 | 0.3 | 3
- O=c1[nH]c(=S)[nH]c2sc3c(c12)CCCCCC3
→ 0.7 | 6 | 3 | -10 | 8 | -14 | 106 | 0.3 | -8
- CC(C)c1ccc(OCC(=O)NN2C(=O)c3ccccc3C2=O)c(Br)c1
→ -0.2 | -17 | 21 | -16 | 2 | -2 | 104 | 0.1 | -9
- CC[C@H]1CCCCc2ccccc2[C@@H](C(=O)C[C@@H](O)CC(C)=O)OC1=O
→ -0.8 | / | / | 5 | / | / | / | -0.1 | -5
- CN(C)Cc1c(-c2ccc(Cl)cc2)nc2ccc(Cl)cn12
→ -1.7 | 4 | -4 | -9 | -6 | 1 | 94 | -0.8 | -5
- O=C(COC(=O)/C=C/c1ccc(C(F)(F)F)cc1)NCCC1=CCCCC1
→ -0.8 | -1 | 4 | -12 | -1 | -11 | 101 | 0.4 | 3
- COc1ccc(NC(=O)C2CC2)cc1S(=O)(=O)N1CCOCC1
→ 0.2 | / | / | -1 | / | / | / | 0.8 | -4
- COc1ccc2c3c(cccc13)OCC2=O
→ -1.0 | -2 | 8 | -3 | 5 | -9 | 97 | -0.4 | -3
- COC(=O)c1ccc(NC(=S)N2CCN(C(=O)c3ccco3)CC2)cc1
→ / | -13 | 17 | / | -1 | 19 | 94 | / | -3
- COc1ccccc1CNC(=O)CN1C(=O)COc2ccc(S(=O)(=O)NC3CCCC3)cc21
→ 1.3 | -10 | -3 | -2 | -1 | -1 | 95 | 1.5 | 6
- Cc1c(CN2CCC(CO)(Cc3cccc(C(F)(F)F)c3)CC2)c2ccccc2n1C
→ 13 | -6 | 17 | -12 | 44 | 16 | 165* | 4.9 | -6
- CCc1ccc(OC(=O)c2cncc(Br)c2)cc1
→ -1.2 | 2 | 17 | -5 | 4 | -2 | 103 | -1.0 | -12
- Cc1csc2c(N3CCN(C(=O)NC(C)(C)C)CC3)ncnc12
→ 2.7 | -1 | / | -2 | 12 | -12 | 109 | 5.0 | -1
- O=S(=O)(c1cc(Cl)ccc1Cl)N1CC2CCCN2c2ccc(C(F)(F)F)cc21 (stereo unspecified)
→ -1.0 | 2 | 1 | -12 | -2 | -20 | 95 | 2.0 | -2

(cont.)
Second line of a record: OXTR agonist | M18AAP inhibitor | NALP1 yeast inh | OXTR potentiate | MEKK2mut PB1 HTS | GPR7 antag | MEKK2 WT-MEK5 | V1R ag counter | GalR3 antagonist
- CC(=O)N/C(=C\c1ccccc1)C(=O)OCC(=O)Nc1cc(S(=O)(=O)N(C)C)ccc1C
→ 4.5 | / | / | -8 | / | / | / | 3.6 | -2
- C=CCc1ccc(OCCCCNC2CCCC2)c(OC)c1
→ 0.3 | -8 | 3 | -3 | 6 | 1 | 111 | 0.4 | -5
- CCc1ccc(CN2CCC(C(=O)Nc3ccc(-n4nc(C)cc4C)cc3)CC2)o1
→ 5.6 | -4 | 1 | -6 | 3 | -5 | 108 | 5.5 | -11
- COc1ccc(O)c(C(=O)C2c3ccccc3C(=O)N2c2ccc(C)cc2)c1 (stereo unspecified)
→ -1.7 | 40* | 4 | -3 | -5 | -6 | 83 | 1.8 | -5

An unsorted share of the library; about 4.1% have a hit in one of these screens.
